Screening results deposited in PubChem by several laboratories.
KLF5 inh – suppresses KLF5 promoter-driven expression. DLD-1 KLF5 promoter-luciferase reporter, luminescence. inhibition, % at 5 µM. 290,000 tested, 0.23% active;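 active = inhibition above a per-plate limit of that plate's mean compound inhibition plus 3 SD, cut at about 60% in these data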;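 note: 0% = DMSO wells and 100% = LY294002 at 200 µM; higher means less KLF5 promoter-driven luciferase light; inactives centre near -14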
IEC-6 tox – counter-screen for KLF5 inhibitors: cytotoxicity in IEC-6 cells. IEC-6 cytotoxicity, luminescence viability. inhibition, % at 5 µM. 290,000 tested, 0.78% active. AID 1825; in the data active = inhibition above about 22%;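 note: 0% = plate median of test compound wells and 100% = cytotoxic reference compound wells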
Dyrk1A ADPGlo – inhibitors of rat Dyrk1A kinase; Q63470; ADP-Glo luminescence, NFATc1 peptide; inhibition, % at 12.5 µM; 310,000 tested, 0.43% active; in the data active = inhibition above about 50%;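 note: plate controls were vehicle with enzyme for no effect and no enzyme for full effect; many of its hits are not listed in these tables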
HSF1 inhib – HSF1 inhibition; NIH3T3-HGL HSE-luciferase, MG132-induced, luminescence 8 h; stronger effect = lower value; activity change, negative = inhibition, % at 7.5 µM (by protocol); 300,000 tested, 0.77% active; AID 2098;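 active = more than half of replicate wells show activity change below -50%, luminescence cut by over half; inconclusive = some wells, but at most half, below -50%; inactive = no replicate well below -50%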;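 note: luciferase reports HSF-1 transcriptional activity via heat shock element; 0% = median of DMSO wells and -100% = zero luminescence signal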
Platelet DG rel – platelet dense granule release activity | human platelet-rich plasma, SFLLRN dense granule ATP release, luminescence | 300,000 tested, 0.22% active | inhibition, %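 (compounds screened at 7.5 µM in platelet-rich plasma)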;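 active = mean replicate score, as percent of positive control, at or above 50; inconclusive = mean below 50 but at least one replicate at or above 50; inactive = mean and every replicate below 50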
HSF-1 act – increases HSF-1 driven luciferase reporter signal | NIH3T3-HGL HSF-1 luciferase reporter, MG132, 8 h; 100% = twice DMSO control signal | activation, % at 9 µM | 300,000 tested, 1.7% active | AID 504408;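 active = mean replicate activation of at least 50% with a set share of replicates each reaching 50%; inconclusive = only one of those two conditions met; inactive = mean below 50% and too few replicates reaching it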;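 note: 0% = median of the neutral control wells and 100% = twice that signal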
HSP90 inh – HSP90 refolding inhibition in rabbit reticulocyte lysate. inhibition, % at 5.6 µM. 290,000 tested, 0.91% active. luciferase refolding luminescence, 3 h;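 active = inhibition above the screen-wide mean plus 3 SD, computed separately per campaign, cut at about 16% in these data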;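 note: 0% = DMSO wells and 100% = 60 µM geldanamycin wells; inhibitors lower the luminescence because luciferase stays unfolded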
GSK3B inh – blocks human GSK3beta kinase activity. 300,000 tested, 0.038% active. P49841. GST-GSK3beta kinase, ADP-Glo luminescence, 60 min; stronger effect = lower value. AID 2097. activity score (negative = inhibition), % at 10 µM;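 active = more than half of replicate wells score below -50%, meaning over 50% inhibition versus plate controls; inconclusive = some replicates but at most half score below -50%; inactive = no replicate scores below -50%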;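 note: 0% = median DMSO wells and -100% = median GW8510 positive control wells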
Target sequence (P49841 whole entry, looked up): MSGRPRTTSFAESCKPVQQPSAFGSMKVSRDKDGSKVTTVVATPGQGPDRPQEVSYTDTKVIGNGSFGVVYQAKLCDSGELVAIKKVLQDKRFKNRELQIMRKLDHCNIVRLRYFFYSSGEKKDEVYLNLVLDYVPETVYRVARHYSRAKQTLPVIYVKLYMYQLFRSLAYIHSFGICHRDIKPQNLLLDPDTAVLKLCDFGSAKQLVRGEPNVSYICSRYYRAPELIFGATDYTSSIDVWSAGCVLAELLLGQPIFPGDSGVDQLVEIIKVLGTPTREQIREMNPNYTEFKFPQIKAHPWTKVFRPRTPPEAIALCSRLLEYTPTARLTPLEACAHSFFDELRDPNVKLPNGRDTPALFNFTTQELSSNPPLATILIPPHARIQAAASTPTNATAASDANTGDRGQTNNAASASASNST
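Test system – GST-tagged human GSK3beta kinase, cell-free · Incubation – 60 min enzyme reaction, room temperature · Signal – ADP-Glo luminescence · Also added – peptide substrate and ATP at 25 µM · Controls – DMSO neutral wells and GW8510 at 20 µM as positive · Buffer or medium – Tris/MgCl2 kinase buffer · Measure – Luminescence-derived activity versus plate DMSO and GW8510 wells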
aSyn UTR inh – 5' untranslated region of α-synuclein, MLPCN primary screen | AID 1813 | 300,000 tested, 0.82% active | inhibition, % (tested at 7.5 µM) | alpha-synuclein 5'UTR reporter, inhibitor activity; in the data active = inhibition above about 60%; inconclusive = no clear call, values can overlap the other calls;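 note: H4 neuroglioblastoma cells stably carrying SNCA 5'UTR luciferase fusion; 0% = DMSO wells and 100% = positive control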
GSK3 alpha inh – inhibitors of human GSK-3 alpha kinase; ADP-Glo luminescence, 60 min; P49840; inhibition, % at 10 µM; 320,000 tested, 0.1% active; AID 2650;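 in the data active = inhibition above about 50%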;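 note: GST-tagged GSK-3 alpha with peptide substrate and 25 µM ATP; 0% = DMSO neutral wells and 100% = GW8510 positive control wells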
Target sequence (P49840 whole entry, looked up): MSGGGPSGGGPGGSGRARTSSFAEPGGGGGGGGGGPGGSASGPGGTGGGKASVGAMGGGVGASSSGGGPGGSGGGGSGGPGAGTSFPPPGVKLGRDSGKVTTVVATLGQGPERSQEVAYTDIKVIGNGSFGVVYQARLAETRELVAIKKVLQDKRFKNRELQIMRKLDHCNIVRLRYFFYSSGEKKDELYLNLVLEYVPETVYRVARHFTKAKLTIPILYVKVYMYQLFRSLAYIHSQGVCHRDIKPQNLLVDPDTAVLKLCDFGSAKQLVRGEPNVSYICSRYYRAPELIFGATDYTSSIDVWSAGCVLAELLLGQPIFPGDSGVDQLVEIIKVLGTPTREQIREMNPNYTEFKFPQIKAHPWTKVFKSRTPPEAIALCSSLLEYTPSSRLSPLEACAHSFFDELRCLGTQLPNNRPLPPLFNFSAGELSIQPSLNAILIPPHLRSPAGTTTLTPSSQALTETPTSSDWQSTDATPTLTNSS
Numbers without * were called inactive; ? = inconclusive; . = no result given. A portion of the library (hit frequency here may not be typical).

SMILES,IEC-6 tox,HSP90 inh,GSK3 alpha inh,HSF-1 act,KLF5 inh,Dyrk1A ADPGlo,Platelet DG rel,aSyn UTR inh,GSK3B inh,HSF1 inhib
CCOC(=O)c1c(CN2CCCCC2)oc2ccc(O)cc12,3,0,2,-16,-32,4,-6,24,-4,0
COc1ccc(C)cc1S(=O)(=O)N(C)CC(=O)Nc1ccc2c(c1)OCO2,8,1,2,-1,-19,-9,-1,-1,3,5
CN(C)CCCN1c2ccc([N+](=O)[O-])cc2CCc2cc([N+](=O)[O-])ccc21,.,.,6,6,.,1,-1,-15,1,1
O=C(NC1CC1)C1=C[C@@H](c2ccc(C(F)(F)F)cc2)C[C@@H](OCCCCO)O1,.,.,0,-7,.,-8,-2,-13,-3,6
O=C(Nc1nc2c(F)cc(F)cc2s1)c1ccccn1,13,2,2,423*,-109,0,-27,73*,-1,348
O=C(NCCC1=CCCCC1)c1ccc(F)c(S(=O)(=O)N2CCOCC2)c1,1,5,-1,10,-25,-2,-8,-2,2,4
COC(=O)c1ccc(N=C2SCC(=O)N2C)cc1,-3,-4,-1,0,-4,1,-6,-33,0,-13
COc1c(C)cc(C(=O)C2CCCN(C(=O)c3cccc(-n4cccn4)c3)C2)cc1C (stereo unspecified),-6,-1,-4,21,-18,-2,-21,-2,-2,8
CC(O)[C@H](NC(=O)C1CCN(C(=O)[C@H](Cc2ccccc2)NC(=O)OC(C)(C)C)CC1)C(=O)O (stereo partly specified),-5,-1,-3,-5,-6,-2,10,6,3,1
O=C(CNC(=S)N(Cc1ccccc1)Cc1cccnc1)NC1CC1,0,0,2,18,-4,-5,-2,15,6,-3
CC(=O)NCCn1c(SCc2ccc(C)cc2)nc2ccccc2c1=O,1,4,-3,12,3,-5,0,7,1,-2
CCn1nnc(NC(=O)c2ccco2)n1,0,2,-1,15,-27,-3,-13,8,-2,-10
CS(=O)(=O)N(CCc1ccccc1)CC(=O)NCc1ccc(Cl)cc1,-2,1,-2,7,-8,4,2,-5,1,3
Oc1ccc(-c2nc3ncccn3c2Nc2ccc3c(c2)OCO3)cc1,0,0,53*,16,-33,60*,4,11,-1,9
O=C(Nc1cccc(S(=O)(=O)c2cccc(NC(=O)c3ccco3)c2)c1)c1ccco1,5,-3,-2,4,-17,8,-1,5,0,0

4 of the compounds above, with each value named.
> COc1ccc(C)cc1S(=O)(=O)N(C)CC(=O)Nc1ccc2c(c1)OCO2
  IEC-6 tox = 8; HSP90 inh = 1; GSK3 alpha inh = 2; HSF-1 act = -1; KLF5 inh = -19; Dyrk1A ADPGlo = -9; Platelet DG rel = -1; aSyn UTR inh = -1; GSK3B inh = 3; HSF1 inhib = 5

> CCOC(=O)c1c(CN2CCCCC2)oc2ccc(O)cc12
  IEC-6 tox = 3; HSP90 inh = 0; GSK3 alpha inh = 2; HSF-1 act = -16; KLF5 inh = -32; Dyrk1A ADPGlo = 4; Platelet DG rel = -6; aSyn UTR inh = 24; GSK3B inh = -4; HSF1 inhib = 0

> Oc1ccc(-c2nc3ncccn3c2Nc2ccc3c(c2)OCO3)cc1
  IEC-6 tox = 0; HSP90 inh = 0; GSK3 alpha inh = 53*; HSF-1 act = 16; KLF5 inh = -33; Dyrk1A ADPGlo = 60*; Platelet DG rel = 4; aSyn UTR inh = 11; GSK3B inh = -1; HSF1 inhib = 9

> O=C(Nc1nc2c(F)cc(F)cc2s1)c1ccccn1
  IEC-6 tox = 13; HSP90 inh = 2; GSK3 alpha inh = 2; HSF-1 act = 423*; KLF5 inh = -109; Dyrk1A ADPGlo = 0; Platelet DG rel = -27; aSyn UTR inh = 73*; GSK3B inh = -1; HSF1 inhib = 348

Next section
SMILES,IEC-6 tox,HSP90 inh,GSK3 alpha inh,HSF-1 act,KLF5 inh,Dyrk1A ADPGlo,Platelet DG rel,aSyn UTR inh,GSK3B inh,HSF1 inhib
COc1ccccc1-c1c(C(F)(F)F)oc2cc(OCC(=O)Nc3cc(C)ccc3C)ccc2c1=O,0,3,1,1,-4,.,2,37,0,7
FC(F)(F)c1cnc(N2CCC(=NOCc3ccc(Cl)cc3)CC2)c(Cl)c1,5,1,-5,1,-1,-4,7,10,2,-1
COc1ccc(CNC(=O)CN(Cc2ccccc2)C(=O)CCC(=O)Nc2ccccn2)cc1,1,-2,13,-6,-21,-2,-1,14,-1,2
CC(C1CC1)N(Cc1ccccc1)C(=S)Nc1ccccc1Cl (stereo unspecified),4,4,-3,3,-26,4,-7,13,-1,7
COc1ccccc1C(=O)N/N=C(\C)c1ccc(NC(=O)Cc2ccccc2)cc1,7,5,1,10,-74,-2,-5,-104,2,11
COc1cccc(-c2cccc(NC(=O)C3CCN(C4CCOCC4)CC3)c2)c1,8,5,.,16,-15,.,-12,19,-1,-1
CCC(OC(=O)CNS(=O)(=O)c1ccccc1)C(=O)c1ccccc1 (stereo unspecified),-15,5,-2,43,-1,-2,-1,11,-1,1
COc1ccc2cc(Br)ccc2c1CC(=O)N1CCCC1,-1,1,-2,9,-2,13,3,4,-6,3
O=C(CN1C(=O)C2C3CCC(C3)C2C1=O)OCC(=O)c1ccc(Br)cc1 (stereo unspecified),8,2,0,-3,-6,6,2,-5,1,-4
COc1ccc(CC(=O)Nc2ccc(-c3noc(-c4ccc(Cl)cc4)n3)cc2)cc1,-9,-4,0,1,-6,-2,-7,9,0,-4
COc1ccc(Cn2c(=N)c(C(=O)NCC3CCCO3)cc3c(=O)n4ccccc4nc32)cc1 (stereo unspecified),5,-5,0,-1,4,14,6,2,1,-1
Cc1ccc(C(=O)Nc2cc(Cl)ccc2Oc2ccccc2)cc1[N+](=O)[O-],-1,2,-4,9,-13,1,4,9,-3,1
COc1ccccc1CNC(=O)CCc1c(C)nc2cc(-c3ccccc3OC)nn2c1C,1,-2,-1,4,5,4,3,-2,1,23
O=C(NCc1cccnc1)/C(=C/c1ccc(-c2cccc(Cl)c2)o1)S(=O)(=O)c1ccccc1,20,9,4,?,-25,-1,2,-193,1,33
CSc1ccc(/C=N/NC(=O)c2cccc(Cl)c2)cc1,-8,-4,5,80*,-126,-1,13,-142,-3,43

Single records, as listed above.
COc1ccccc1C(=O)N/N=C(\C)c1ccc(NC(=O)Cc2ccccc2)cc1 reads IEC-6 tox: 7; HSP90 inh: 5; GSK3 alpha inh: 1; HSF-1 act: 10; KLF5 inh: -74; Dyrk1A ADPGlo: -2; Platelet DG rel: -5; aSyn UTR inh: -104; GSK3B inh: 2; HSF1 inhib: 11
COc1cccc(-c2cccc(NC(=O)C3CCN(C4CCOCC4)CC3)c2)c1 reads IEC-6 tox: 8; HSP90 inh: 5; GSK3 alpha inh: .; HSF-1 act: 16; KLF5 inh: -15; Dyrk1A ADPGlo: .; Platelet DG rel: -12; aSyn UTR inh: 19; GSK3B inh: -1; HSF1 inhib: -1

Next section
SMILES,IEC-6 tox,HSP90 inh,GSK3 alpha inh,HSF-1 act,KLF5 inh,Dyrk1A ADPGlo,Platelet DG rel,aSyn UTR inh,GSK3B inh,HSF1 inhib
CCN(CC)CCn1c(=S)[nH]c2ncccc2c1=O,3,1,2,8,-22,-3,0,35,2,-3
CCOc1ccc(N2CSC3=C(C#N)C(c4ccco4)CC(=O)N3C2)cc1 (stereo unspecified),-8,2,22,0,-8,4,6,-32,-7,-7
O=C(NC1CCSC1=O)C1CCCCC1 (stereo unspecified),4,-2,-2,-10,11,0,-10,19,-3,-9
CC(C)CC(=O)Nc1nnc(S(=O)(=O)N2CCCCCC2)s1,-4,-6,-2,2,-18,-3,-3,21,-1,-1
CCOC(=O)N1CCC(N(CCN(C)C)C(=S)Nc2cccc(Cl)c2)CC1,2,3,-1,-2,-1,-9,-2,16,0,-8
CN(CCCNC(=O)Cn1c(=O)c2cccn2c2ccccc21)Cc1ccccc1,4,1,-3,-2,-2,-1,-9,-22,2,7
COc1cc(C(=O)NCc2ccco2)cc(OC)c1OC,-6,2,.,-6,-6,-5,-2,8,-2,3
CCSCCNC(=O)c1cncc(Br)c1,3,3,1,10,-21,8,-4,-25,1,0
O=C(COc1ccc2ccccc2c1CN1CCOCC1)N1CCc2ccccc21,3,-2,0,-6,-30,3,0,1,1,-3
O=C(COC(=O)c1cc(NS(=O)(=O)c2cccs2)ccc1O)Nc1cc(Cl)ccc1Cl,-8,0,-1,0,-9,0,-17,-3,5,4
Cc1ccc(C(C)NC(=O)c2cccs2)cc1 (stereo unspecified),.,.,-6,1,.,-5,8,40,-1,1
O=C(NCc1ccc2c(c1)OCO2)c1ccc(-n2cnnn2)cc1,9,3,0,5,13,15,-1,14,2,-2
Oc1ccc(/C=N/Nc2ccc(C(F)(F)F)cn2)cc1O,18,-7,.,-76,-80,.,8,-195,-41,-78*
Cc1cccc(OCCNc2ccc([N+](=O)[O-])cn2)c1,7,-1,1,-5,-18,5,2,31,1,-2
COc1cccc(N(CC(=O)NCC2CCCO2)C(=O)CCC(=O)Nc2nccs2)c1 (stereo unspecified),0,1,-1,-6,-11,-7,-2,37,-25,-4
CCCCCCCCCS(=O)(=O)Nc1cc(C)ccn1,14,5,-4,15,-5,0,3,19,0,-2
COc1cccc(N2C(=O)C(CC(=O)Nc3ccc(F)cc3)N(C3CCCCC3)C2=O)c1 (stereo unspecified),3,-2,0,19,12,-7,-6,-8,0,-3
COc1ccc(CCNC(=O)CN2CCN(c3ccccc3Cl)CC2)cc1,4,0,-1,-5,-16,7,6,-3,3,-1
O=C(O)Cn1cnc2scc(-c3ccccc3)c2c1=O,-4,3,-1,0,-11,-4,5,13,1,1
COc1cc(C(=O)N(Cc2cccnc2)Cc2cc3cc4c(cc3[nH]c2=O)OCCO4)cc(OC)c1OC,3,-1,1,-7,6,1,-8,1,-3,-5
COc1cccc(N=Nc2c(=O)[nH]n3c(=O)c4c([nH]c23)CCC4)c1,5,5,1,5,6,-2,14,-14,1,-4
COc1ccc(C)c2sc(NC(=O)C3=COCCO3)nc12,5,1,-5,-76,-27,4,-2,-77,1,-69*
CC(C)CC(C(=O)O)C(C)CC(=O)Nc1ccn(-c2ccccc2)n1 (stereo unspecified),-6,-1,-4,-1,-4,-5,-2,-9,0,0
Cc1ncc(CC(=O)n2cc(C(=O)c3cc(Cl)ccc3O)cn2)s1,-1,2,3,2,-22,4,4,-71,2,0
Cc1ccc(CN(C)C(=O)c2cc(Br)c(Br)s2)o1,-4,4,1,-2,-31,16,2,3,.,-6
CCOC(=O)C1CCCN(c2cc(C)nc3cc(-c4ccc(Cl)cc4)nn23)C1 (stereo unspecified),-4,-2,-1,-31,-15,2,4,-15,0,-2
